# Screening results: PubChem, Sanford-Burnham Center for Chemical Genomics
# MIN6 prolif = induces beta-cell replication in MIN6 cells; MIN6 cells proliferation, ATPlite luminescence, 48 h; cells starved in 0.2% serum; 100% = growth in 10% serum; proliferation, % at 10 µM; 330,000 tested, 0.29% active; AID 2380;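 active = compounds whose signal lies at least 3.5 SD above the mean of all wells on their plate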;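 note: 0% = DMSO-treated cells in low-serum medium and 100% = 10% serum control; some compounds called inactive have numbers as strong as hits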
# mIAP inh = blocks mouse intestinal alkaline phosphatase | 330,000 tested, 0.2% active | purified mouse IAP, CDP-Star luminescence, 30 min | AID 2806 | inhibition, % at 10 µM;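 active = inhibition of at least 40% at 10 µM in the primary screen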;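 note: plate controls were DMSO with enzyme for no effect and no enzyme wells for full effect; values of inactives mirror those of a sister screen read the other way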
# A3G deaminase = APOBEC3G (human) deaminase inhibition. Q9HC16. recombinant A3G, ssDNA deamination FAM/TAMRA fluorescence. inhibition, % at 20 µM. 330,000 tested, 0.28% active. AID 493012;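 active = inhibition of at least 40% at 20 µM, with no more than 30% in the related APOBEC3A deaminase screen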;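 note: plate controls were DMSO wells with A3G for no effect and wells lacking A3G enzyme for full effect; some compounds called inactive have numbers as strong as hits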
# Target sequence (Q9HC16 whole entry, looked up): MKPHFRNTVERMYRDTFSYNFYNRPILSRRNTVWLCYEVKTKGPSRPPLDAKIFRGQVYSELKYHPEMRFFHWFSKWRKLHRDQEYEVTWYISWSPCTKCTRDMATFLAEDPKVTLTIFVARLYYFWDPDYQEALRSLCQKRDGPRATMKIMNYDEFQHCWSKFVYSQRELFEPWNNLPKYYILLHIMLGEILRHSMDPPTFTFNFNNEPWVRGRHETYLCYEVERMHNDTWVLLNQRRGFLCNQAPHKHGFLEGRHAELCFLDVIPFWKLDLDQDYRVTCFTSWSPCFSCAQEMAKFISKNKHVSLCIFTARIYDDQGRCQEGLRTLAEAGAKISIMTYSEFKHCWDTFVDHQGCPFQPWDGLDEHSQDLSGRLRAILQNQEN
# NR3A LBD binder = modulates the human NR3A ligand-binding domain; NR3A LBD differential scanning fluorimetry, Tm shift; 0% = protein alone, 100% = glycine-bound protein; Tm shift relative to glycine control, % at 25 µM; 340,000 tested, 2.5% active;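 active = melting temperature shift of at least 10% of the positive control shift, at one fixed dose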
# A3A deaminase = blocks human APOBEC3A ssDNA deamination; inhibition, % at 20 µM; recombinant A3A, FAM/TAMRA ssDNA deamination fluorescence; P31941; 330,000 tested, 0.41% active;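 active = at least 40% inhibition at 20 µM here, with at most 30% in a related deaminase screen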;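 note: plate controls were A3A with DMSO for no effect and wells lacking A3A enzyme for full effect; some results filed as inactive read as strong as hits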
# Target sequence (P31941 whole entry, looked up): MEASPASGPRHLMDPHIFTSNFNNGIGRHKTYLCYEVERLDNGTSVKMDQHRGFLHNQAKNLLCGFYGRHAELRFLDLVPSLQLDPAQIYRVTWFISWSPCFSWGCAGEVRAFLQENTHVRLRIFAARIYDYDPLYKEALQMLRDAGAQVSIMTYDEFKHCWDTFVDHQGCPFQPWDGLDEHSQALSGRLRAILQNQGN
# MPTP inh = blocks calcium-induced mitochondrial swelling | inhibition, % at 10 µM | isolated mouse mitochondria, Ca2+ swelling absorbance, 30 min | 360,000 tested, 1.4% active;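 active = inhibition of 50% or more, scaled per plate between neutral and stimulator controls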;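 note: 0% = DMSO wells given calcium and 100% = 1 mM EGTA wells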
# hIAP act = human IAP activation. 330,000 tested, 0.16% active. P09923. purified human IAP, CDP-Star luminescence, 30 min; active compounds read high; 1 = vehicle-only enzyme, 0 = enzyme-free background. activation factor at 10 µM;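 active = activation factor of the enzyme at least 2-fold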; note: the source names both 10 and 20 µM as test concentration; values of inactives mirror those of a sister screen read the other way
# hIAP block = blocks human intestinal alkaline phosphatase; purified IAP, CDP-Star luminescence, 30 min; inhibition, % at 10 µM; P09923; AID 2544; 330,000 tested, 0.12% active;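 active = inhibition reaching a set limit with compound at 10 µM in the primary screen, cut at about 35% in these data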;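 note: plate controls were DMSO wells with enzyme for no effect and no-enzyme buffer wells for full effect; values of inactives mirror those of a sister screen read the other way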
# mIAP act = mouse IAP activation; muIAP, CDP-Star luminescence, 30 min; active compounds read high; 1 = vehicle-only enzyme signal, 0 = enzyme-free wells; activation factor at 10 µM; 330,000 tested, 0.24% active;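 active = activation factor of at least 2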; note: the source names both 10 and 20 µM as test concentration; values of inactives mirror those of a sister screen read the other way
#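 System: Mouse IAP enzyme | Also added: CDP-Star substrate | Dosing: Compounds dispensed in DMSO | Schedule: 30 min enzyme-substrate-compound incubation at room temperature | Technique: Chemiluminescence readout | Control set: DMSO-only wells and no-enzyme negative control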
# Active calls of the source: *; / = not tested or not shown.
entry | smiles | MIN6 prolif | mIAP inh | A3G deaminase | NR3A LBD binder | A3A deaminase
1 | CCOCCCn1c(=S)[nH]c2ncccc2c1=O | -1 | 0 | -1 | 2 | -2
2 | Cc1nn(Cc2ccccc2)c(Cl)c1/C=N/NC(=O)c1cccnc1 | 2 | 8 | -6 | 0 | -1
3 | Cc1onc(NC(=O)NC(=O)c2ccccc2F)c1Br | -4 | 1 | 1 | 0 | 3
4 | Cc1ccc(S(=O)(=O)Nc2c(Cl)c(Cl)c(O)c3ccccc23)cc1 | -6 | 0 | 82* | / | -5
5 | Fc1cccc(CN2CCN(C(=S)NCCc3ccccc3)CC2)c1 | -1 | 0 | -6 | -6 | -3
6 | CC(C)CC(=O)NC(=S)NNC(=O)c1cccc([N+](=O)[O-])c1 | 0 | 6 | -4 | -1 | -4
7 | COc1ccccc1NC(=O)c1ccc(NC(=O)CNC(=O)c2ccc(OC)c(OC)c2)cc1 | -1 | -6 | -9 | 1 | -6
8 | O=C1CC(c2ccc3ccccc3c2)NN1 (centres undefined) | 0 | 11 | -9 | -2 | -3

entry | MPTP inh | hIAP act | hIAP block | mIAP act
1 | -0.2 | 1.1 | -5 | 1
2 | -1.7 | 1.2 | -22 | 0.92
3 | -1.1 | 1.1 | -7 | 0.99
4 | / | 0.96 | 4 | 1
5 | -0.2 | 0.92 | 8 | 1
6 | 0.5 | 1.8 | -76 | 0.94
7 | -2.4 | 1.1 | -10 | 1.1
8 | -0.9 | 1.2 | -23 | 0.89

# Single records (already shown). Values in the order: MIN6 prolif | mIAP inh | A3G deaminase | NR3A LBD binder | A3A deaminase | MPTP inh | hIAP act | hIAP block | mIAP act
# Cc1nn(Cc2ccccc2)c(Cl)c1/C=N/NC(=O)c1cccnc1 is listed with 2 | 8 | -6 | 0 | -1 | -1.7 | 1.2 | -22 | 0.92
# O=C1CC(c2ccc3ccccc3c2)NN1 (centres undefined) is listed with 0 | 11 | -9 | -2 | -3 | -0.9 | 1.2 | -23 | 0.89
# CCOCCCn1c(=S)[nH]c2ncccc2c1=O is listed with -1 | 0 | -1 | 2 | -2 | -0.2 | 1.1 | -5 | 1
# Fc1cccc(CN2CCN(C(=S)NCCc3ccccc3)CC2)c1 is listed with -1 | 0 | -6 | -6 | -3 | -0.2 | 0.92 | 8 | 1
# CC(C)CC(=O)NC(=S)NNC(=O)c1cccc([N+](=O)[O-])c1 is listed with 0 | 6 | -4 | -1 | -4 | 0.5 | 1.8 | -76 | 0.94

# (more compounds)
entry | smiles | MIN6 prolif | mIAP inh | A3G deaminase | NR3A LBD binder | A3A deaminase
9 | CC(=O)c1ccc(NC(=O)COC(=O)c2c[nH]c3ccccc23)cc1 | 2 | -4 | -2 | -1 | -2
10 | O=C(CN1C(=O)c2ccccc2S1(=O)=O)Nc1cccnc1 | -1 | 3 | -7 | 1 | -3
11 | CC(C)C(=O)Nc1c2c(nn1-c1ccc([N+](=O)[O-])cc1)CS(=O)(=O)C2 | 0 | -3 | -10 | -1 | -4
12 | COc1ccc(NC(=O)c2cc(C)nn2-c2ccccc2)cc1 | -1 | -2 | -4 | -3 | -3
13 | c1ccc(-n2ncc3c(N4CCC5(CC4)OCCO5)ncnc32)cc1 | -1 | 0 | -4 | 1 | -3
14 | O=C(N=Nc1c(O)[nH]c2ccc([N+](=O)[O-])cc12)c1cc(-c2ccccc2Cl)nc2ccccc12 | -3 | 17 | 6 | 6 | 11
15 | Cc1ccc(N2C(=O)CC(Cc3cc(C)cc(C)c3)C2=O)cc1 (centres undefined) | 0 | 4 | -6 | -1 | -4
16 | COc1cccc(Sc2cc(N3CCOCC3)nc(-c3ccccc3)n2)c1 | -6 | 2 | -4 | 4 | -2

entry | MPTP inh | hIAP act | hIAP block | mIAP act
9 | 0.4 | 0.87 | 13 | 1
10 | -0.7 | 1.2 | -20 | 0.97
11 | -0.1 | 0.89 | 11 | 1
12 | 0.5 | 1.1 | -12 | 1
13 | -1.3 | 0.95 | 5 | 1
14 | 8.5 | 1.1 | -8 | 0.83
15 | -1.4 | 0.96 | 4 | 0.96
16 | 0.3 | 0.97 | 3 | 0.98

# Carrying on.
entry | smiles | MIN6 prolif | mIAP inh | A3G deaminase | NR3A LBD binder | A3A deaminase
17 | COC(=O)C1(CCSC)NC(c2ccco2)C2C(=O)N(C)C(=O)C21 (centres undefined) | -1 | 3 | -1 | 2 | 1
18 | COC(=O)c1cc(=O)nc2sc3ccccc3n12 | -1 | -4 | 0 | -1 | -2
19 | O=C(O)c1c2c(nc3ccccc13)CCCCC2 | -1 | -10 | 0 | -7 | 2
20 | COc1ccc2nc(N(CCN(C)C)C(=O)c3ccc(C(=O)c4ccccc4)cc3)sc2c1 | -3 | 7 | -4 | -1 | -1
21 | Cc1cc(=O)c(C(=O)O)nn1-c1ccccc1C(F)(F)F | 3 | -9 | -1 | -3 | -1
22 | CC(=O)Oc1ccc([N+](=O)[O-])cc1N1C(=O)c2ccccc2C1=O | 0 | 8 | 1 | 0 | 2
23 | CC1N(C)c2cccc3cccc(c23)N1C | -3 | 11 | 7 | 4 | -1
24 | O=C(NCCN1CCCC1)c1ccc2c(c1)N(Cc1cccc(Cl)c1)C(=O)c1ccccc1S2(=O)=O | -5 | 8 | -7 | -7 | -6

entry | MPTP inh | hIAP act | hIAP block | mIAP act
17 | -0.3 | 1.3 | -27 | 0.97
18 | -0.8 | 0.95 | 5 | 1
19 | 1.2 | 1.1 | -12 | 1.1
20 | 1.1 | 1.2 | -18 | 0.93
21 | -0.9 | 0.9 | 10 | 1.1
22 | -1.4 | 0.98 | 2 | 0.92
23 | 0.7 | 0.95 | 5 | 0.89
24 | 0.0 | 1.1 | -13 | 0.92

# Values by screen from above:
# mIAP inh, nos. 17 to 24 → 3, -4, -10, 7, -9, 8, 11, 8
# MPTP inh, nos. 17 to 24 → -0.3, -0.8, 1.2, 1.1, -0.9, -1.4, 0.7, 0.0
# mIAP act, nos. 17 to 24 → 0.97, 1, 1.1, 0.93, 1.1, 0.92, 0.89, 0.92

# Next section.
entry | smiles | MIN6 prolif | mIAP inh | A3G deaminase | NR3A LBD binder | A3A deaminase
25 | Cc1cnc(C(=O)NCC(c2ccccc2)c2ccccc2)cn1 | -4 | -7 | -8 | -1 | -7
26 | Cc1c(Cl)cccc1NC(=O)COC(=O)c1ccc(CN2CCCC2=O)cc1 | -2 | -8 | -5 | 1 | 0
27 | Cc1ccc(C(=O)NC23CC4CC(CC(C4)C2)C3)c(Cl)c1 | 0 | -9 | -5 | 0 | -3
28 | C1CCc2c(nc3nnnn3c2N2CCOCC2)C1 | 0 | -2 | -1 | 3 | -1
29 | O=C(COc1ccccc1)NCc1nnc2c3ccccc3c(-c3ccccc3)nn12 | -5 | 2 | -7 | -5 | 2
30 | Cc1cc(-c2n[nH]c(=S)n2/N=C/c2ccc(C)o2)n[nH]1 | -1 | 4 | 40* | -1 | -5
31 | CCNC(=S)Nc1ccc(Cl)cc1Cl | -3 | -2 | -1 | -2 | 0
32 | Cc1csc(=O)n1CCC(=O)OCC(=O)c1ccc(Br)cc1 | 2 | 15 | 7 | 1 | 2

entry | MPTP inh | hIAP act | hIAP block | mIAP act
25 | 0.5 | 0.99 | 1 | 1.1
26 | -0.7 | 0.93 | 7 | 1.1
27 | -0.2 | 0.96 | 4 | 1.1
28 | -3.7 | 0.92 | 8 | 1
29 | 3.4 | 1.1 | -15 | 0.98
30 | -2.0 | 1 | -2 | 0.96
31 | 0.2 | 1 | -2 | 1
32 | 0.2 | 1 | -2 | 0.85

# More entries:
entry | smiles | MIN6 prolif | mIAP inh | A3G deaminase | NR3A LBD binder | A3A deaminase
33 | Cc1ccc(NCC(=O)N=Nc2c(O)[nH]c3ccc([N+](=O)[O-])cc23)cc1 | -5 | 24 | 4 | -1 | 3
34 | CCOc1ccccc1-c1nnc(SCC(=O)NC2CC2)n1CC | 0 | 0 | 3 | -2 | -7
35 | CCN(CC)C(=O)[C@H]1CC(CC(=O)NCc2ccc(OC)c(OC)c2)C(=O)N2CCc3c([nH]c4ccc(OC)cc34)[C@]12C (some centres undefined) | / | 1 | -1 | 0 | 2
36 | COc1ccc(CN2C(=O)C(C)Oc3ccccc32)cc1 (centres undefined) | -1 | 1 | 2 | -4 | -3
37 | O=c1c2ccccc2c(C=NCCCN2CCOCC2)c(O)n1Cc1ccc2c(c1)OCO2 | 1 | 5 | -5 | 0 | -2
38 | COC(=O)C1=C(C(=O)OC)[C@@H]2N(Cc3ccccc3)c3ccccc3[C@@]23C[C@@H](C(=O)OC)N(C(=O)C2CCC2)C3=N1 | -6 | 2 | 1 | -1 | 2
39 | CC(=O)N1CCN(CC(=O)Nc2cc(S(=O)(=O)N3CCOCC3)ccc2C)CC1 | -3 | -6 | -7 | -2 | 4
40 | COc1ccc(Nc2nc(-c3cccs3)nc3ccccc23)cc1 | -6 | -5 | 2 | 27* | -1

entry | MPTP inh | hIAP act | hIAP block | mIAP act
33 | / | 1.1 | -12 | 0.76
34 | -0.7 | 1.2 | -21 | 1
35 | -0.6 | / | / | 0.99
36 | 0.2 | 1.2 | -21 | 0.99
37 | 0.3 | 1 | -1 | 0.95
38 | / | 0.86 | 14 | 0.98
39 | 0.3 | 0.84 | 16 | 1.1
40 | 9.2 | 0.96 | 4 | 1

# Printed as active in NR3A LBD binder, of those listed so far:
nr	Structure	mIAP inh	A3G deaminase	NR3A LBD binder	A3A deaminase	MPTP inh	hIAP act	hIAP block	mIAP act
40	COc1ccc(Nc2nc(-c3cccs3)nc3ccccc23)cc1	-5	2	27*	-1	9.2	0.96	4	1

# Additional structures:
entry | smiles | MIN6 prolif | mIAP inh | A3G deaminase | NR3A LBD binder | A3A deaminase
41 | O=C(COc1ccc2ccccc2c1)N1CCN(c2ccccc2O)CC1 | 0 | 11 | -4 | -4 | -1
42 | CCN(CC)CCN(C(=O)C1=COCCO1)c1nc2cc(C)cc(C)c2s1 | -2 | -2 | -7 | -1 | -2
43 | COc1ccc(/C=C(\NC(=O)c2ccc(C)cc2)C(=O)NCCCN2CCOCC2)cc1OC | 2 | 6 | -5 | -2 | -3
44 | Cc1cc(C)c(C)c(Oc2ncnc(N)c2[N+](=O)[O-])c1 | -1 | -12 | -3 | 0 | 1
45 | COc1ccccc1N1CCN(C(=O)c2ccc(N(C)S(=O)(=O)c3ccccc3)cc2)CC1 | 0 | 9 | -6 | 0 | -1
46 | CC(C)c1ccc(NC(=O)N2CCc3ccccc3C2)cc1 | -1 | -5 | -3 | -27 | -5

entry | MPTP inh | hIAP act | hIAP block | mIAP act
41 | 0.9 | 1 | -2 | 0.89
42 | 3.9 | 1.3 | -26 | 1
43 | 0.7 | 0.85 | 15 | 0.94
44 | 0.1 | 1 | 0 | 1.1
45 | -3.1 | 0.92 | 8 | 0.91
46 | 2.3 | 0.93 | 7 | 1.1
